Rev-erbA mod – Rev-erb alpha (human) modulation; 0.79% of 370,000 active; activity, % at 10 µM; Rev-erbα–FITC-DNA binding, fluorescence polarization, 90 min; P20393;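 active = activity above about 14%, limit read from the data; passing the limit was not always enough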;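 note: 0% = DMSO wells with 35 nM protein and 100% = DMSO wells with 750 nM protein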
rCAG RNA binder – binds r(CAG) RNA repeats. r(CAG) RNA repeat, TO-PRO-1 dye displacement fluorescence. inhibition, % at 3 µM. 1.3% of 370,000 active. AID 651821;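 active = inhibition above the plate cutoff, the mean of all test compounds on that plate plus 3 SD, cut at about 35% in these data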;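 note: 0% = DMSO alone and 100% = 100 µM mitoxantrone as full dye displacement; higher means more dye released from RNA so lower well fluorescence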
NPR2 activator – GC-B (human) receptor activation; 0.11% of 370,000 active; activation, % at 10 µM; HEK293-GC-B cells, CNP EC30, cGMP TR-FRET; 0% at EC30 CNP, 100% saturating CNP;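 active = activation at 10 µM reaching about 35% in either raw or pattern-adjusted values, limit read from the data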
ASAP1 GAP inh – inhibitors of human ASAP1 ArfGAP activity; Q9ULH1; ASAP1-stimulated ARF1 GTP hydrolysis, GDP FP detection; inhibition, % at 16.5 µM; 0.19% of 360,000 active; in the data active = inhibition above about 25%;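 note: 0% = vehicle with enzyme and substrate and 100% = no enzyme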
ARFGAP1 inh – inhibits rat ARF GTPase activating protein 1; Q62848; Arfgap1-stimulated ARF1 GTP hydrolysis, GDP FP detection; 0.26% of 360,000 active; inhibition, % at 16.5 µM; AID 651572;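 active = inhibition above a per-plate limit, mean inhibition of low control wells plus 3 SD, cut at about 25% in these data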;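 note: 0% = DMSO wells with enzyme and 100% = wells lacking Arfgap1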
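material = rat Arfgap1 catalytic domain, aa 1-136 | also added = human ARF1(Δ1-17)-GTP substrate | compound dosing = one concentration, 16.5 µM, DMSO 1.26% | times = GTP hydrolysis reaction 2 h at 25 °C | measured by = FP, GDP Alexa 633 tracer displaced from anti-GDP antibody, 620/688 nm | evaluation = percent inhibition of Arfgap1-stimulated GTP hydrolysis | replication = single well per compound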
HTRA1 inhibitor – inhibitors of human serine peptidase HTRA1. Q92743. 0.5% of 340,000 active. inhibition, % at 5.96 µM. recombinant HTRA1, FP-rhodamine activity-based probe, fluorescence polarization; in the data active = inhibition above about 36%;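 note: 0% = enzyme with DMSO and 100% = wells lacking enzyme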
PG9 Ab binder – binds the HIV-1 gp120 antibody PG9; AID 624416; inhibition, % at 6.7 µM; TR-FRET gp120-PG9 antibody binding; 0.43% of 360,000 active; in the data active = inhibition above about 8.5%
SMARCA2 activ – increases SMARCA2 function in MMTV reporter cells; MG213 cells, MMTV-luciferase reporter, dexamethasone, overnight; activation, % at 9.1 µM; 1% of 370,000 active; AID 652017; in the data active = activation above about 7.8%;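 note: 0% = vehicle wells and 100% = reference activator wells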
GC-A act – GC-A (human) enzyme activation | P16066 | HEK293 GC-A cells, cGMP TR-FRET, EC30 ANP; 0% at EC30 ANP, 100% saturating ANP | activation, % at 10 µM | 0.14% of 370,000 active; in the data active = activation above about 40%
Target sequence (P16066 whole entry, looked up): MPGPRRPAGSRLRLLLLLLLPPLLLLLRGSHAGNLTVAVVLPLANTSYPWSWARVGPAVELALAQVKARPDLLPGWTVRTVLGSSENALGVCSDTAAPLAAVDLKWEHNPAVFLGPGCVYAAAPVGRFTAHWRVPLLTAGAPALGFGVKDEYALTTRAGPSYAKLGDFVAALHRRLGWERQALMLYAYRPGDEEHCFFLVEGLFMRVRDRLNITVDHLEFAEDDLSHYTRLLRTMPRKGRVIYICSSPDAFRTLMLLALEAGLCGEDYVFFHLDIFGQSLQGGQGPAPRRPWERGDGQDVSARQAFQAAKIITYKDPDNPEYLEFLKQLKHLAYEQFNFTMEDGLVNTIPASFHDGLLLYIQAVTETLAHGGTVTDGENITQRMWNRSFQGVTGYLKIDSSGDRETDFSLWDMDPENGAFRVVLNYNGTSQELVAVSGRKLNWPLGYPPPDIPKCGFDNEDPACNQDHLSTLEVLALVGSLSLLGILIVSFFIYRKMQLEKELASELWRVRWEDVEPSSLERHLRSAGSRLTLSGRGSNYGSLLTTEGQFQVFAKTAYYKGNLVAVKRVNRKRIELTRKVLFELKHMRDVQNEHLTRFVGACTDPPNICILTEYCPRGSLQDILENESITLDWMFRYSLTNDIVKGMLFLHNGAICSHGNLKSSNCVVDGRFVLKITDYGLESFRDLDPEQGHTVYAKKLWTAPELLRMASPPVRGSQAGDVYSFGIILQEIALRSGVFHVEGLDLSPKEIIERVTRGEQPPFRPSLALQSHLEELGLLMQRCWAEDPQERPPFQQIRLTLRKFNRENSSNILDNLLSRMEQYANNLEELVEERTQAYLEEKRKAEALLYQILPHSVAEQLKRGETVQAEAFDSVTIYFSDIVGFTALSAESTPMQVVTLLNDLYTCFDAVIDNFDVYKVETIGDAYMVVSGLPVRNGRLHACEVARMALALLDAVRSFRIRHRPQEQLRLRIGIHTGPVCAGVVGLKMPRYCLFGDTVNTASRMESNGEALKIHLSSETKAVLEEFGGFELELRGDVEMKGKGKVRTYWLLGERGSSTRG
ABHD4 inh – inhibitors of mouse ABHD4 | purified mABHD4, FP-Rh probe fluorescence polarization | inhibition, % at 8.92 µM | 0.54% of 370,000 active;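 active = inhibition exceeding the mean over every tested compound plus 3 SD, cut at about 30% in these data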;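 note: 0% = plate median of compound wells and 100% = S159A mutant with DMSO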
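Test system: mABHD4 protein; Read-out basis: % inhibition; Incubation: 45 min + 60 min at 25 °C; Repeats: single replicate; Technique: fluorescence polarization with parallel and perpendicular emission, 525/598 nm; Compound: 8.92 µM, single dose; Benchmarks: full inhibition S159A mutant plus DMSO, zero as sample-well median.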
An asterisk follows results filed as active; . = not tested or not shown. No enrichment for hits. Share with any hit: about 4.4%.

SMILES	Rev-erbA mod	rCAG RNA binder	NPR2 activator	ASAP1 GAP inh	ARFGAP1 inh	HTRA1 inhibitor	PG9 Ab binder	SMARCA2 activ	GC-A act	ABHD4 inh
O=C(NC1CCCCC1)N1CCN(C(c2ccccc2)c2ccccc2)CC1	-0.7	-8.7	-1.5	1.4	7.6	5.5	-0.2	-1.8	1.7	-2.7
CCCn1nc(C(=O)Nc2nc3ccccc3[nH]2)c2ccccc2c1=O	3.7	-0.6	-1.8	4.0	3.7	-7.7	-2.5	2.5	6.8	6.6
CCC(C(=O)NC1CCCC1)n1c(-c2ccncc2)nc2ccccc21 (centres undefined)	2.7	-0.1	-3.5	15.1	19.9	.	-1.0	-1.0	-9.8	-1.3
COc1ccc(C2(C)NC(=O)N(CC(=O)Nc3ccc4ccccc4c3)C2=O)cc1OC (centres undefined)	0.8	9.0	3.5	-2.8	3.1	-20.9	1.2	2.4	0.1	-8.3
CC(CNC(=O)CCc1nnc(CCC2CCCCC2)o1)c1ccccc1 (centres undefined)	-0.9	-9.9	-2.1	-13.1	-8.3	-8.9	-2.8	0.2	-4.3	3.1
COc1cc2c(C#Cc3cccnc3)c(-c3ccsc3)oc(=O)c2cc1OC	-22.8	14.4	19.0	-7.0	-4.7	-14.6	1.8	1.3	5.4	-7.2
O=C(OCC(=O)N1CCN(C(=O)c2ccco2)CC1)c1ccccc1OCc1ccc(Cl)cc1	-2.0	-1.6	0.6	2.5	1.9	-5.2	0.0	0.6	-1.2	0.9
O=C1c2cccc3c(N4CCCCC4)ccc(c23)C(=O)N1CCO	47.0*	-52.4	-4.0	0.0	8.3	-12.8	-4.4	8.5*	-0.3	-2.2
Cc1cc(CC(=O)O)c(C)cc1CC(=O)O	-0.7	-0.8	-6.3	-8.5	-8.5	1.3	-1.8	-0.7	-3.8	0.6
Cc1nn(C)cc1CNC(=O)c1cccc(Br)c1	-3.6	3.8	1.0	-7.5	16.3	-1.4	-3.3	-1.0	-1.1	-5.4
COC(=O)[C@]12C[C@H](CC(=O)NCc3cccc(C(F)(F)F)c3)C(=O)N(Cc3ccccc3)C1=C[C@H](C(C)(C)C)O[C@@H]2C	3.3	3.0	-5.1	-2.5	-1.5	.	-0.3	-8.6	-6.7	-3.5
CC(=NNC(=O)c1ccncc1)c1ccc(O)cc1O	-9.7	1.9	-0.3	-11.6	3.0	12.4	-7.7	-0.3	-2.5	-3.4
CC1(C)NC(=O)N(CC(=O)N2CCN(S(=O)(=O)c3ccccc3F)CC2)C1=O	-3.5	1.0	0.8	2.8	-7.4	2.5	-0.5	0.4	1.4	-4.7
COc1cccc(NC(=O)c2ccccc2C(F)(F)F)c1	.	2.1	.	19.1	-6.7	-12.5	-1.0	-0.8	.	-0.8
O=C(NCc1n[nH]c(=O)c2ccccc12)C1CC(=O)N(c2ccccc2)C1 (centres undefined)	-2.1	1.8	4.7	-2.9	-5.8	-1.8	1.5	0.1	2.0	0.9
CCCC(=O)N1CCC1(C)C(=O)Nc1ccccc1C(C)(C)C (centres undefined)	-7.1	1.5	2.0	4.2	3.7	.	0.7	0.5	-2.4	-3.6
CCc1cc(=O)oc2cc(C)cc(OCC(=O)C(C)(C)C)c12	7.2	-5.8	-4.5	5.6	3.9	-14.5	-3.0	-2.9	-6.3	7.0
CCOc1ccc(OCCn2c(=S)[nH]c3c(N)ncnc32)cc1	2.5	4.7	-1.9	-6.7	6.1	0.5	1.2	1.7	-5.3	-4.4
O=C(NCc1cccnc1)c1cc(Sc2ccc(F)cc2F)nc2ccccc12	0.3	-4.0	2.0	17.3	19.0	-2.4	-0.9	-5.5	4.4	-8.9
Cc1ccc2nc3c(cc(C#N)c(=O)n3-c3nccs3)c(=O)n2c1	-0.6	1.5	-2.7	1.5	-15.9	7.6	-0.5	-0.2	1.4	4.1
CN1[C@@H]2CC[C@H]1CC(OC(=O)[C@H](CO)c1ccccc1)C2 (some centres undefined)	-4.2	-1.2	1.3	-5.1	1.9	0.9	0.8	-2.2	3.0	-1.5
O=C(O)c1ccc2cccnc2c1O	-9.3	0.2	1.4	-1.7	-1.9	4.4	0.2	-1.2	5.1	3.4
CC(C)CNC(=O)COC(=O)c1ccc(Cl)c(S(N)(=O)=O)c1	-3.6	-1.6	3.2	1.1	7.1	-1.5	0.7	-4.2	2.9	-1.5
C/C(CC(=O)Nc1ccccn1)=N\NC(=O)c1ccc2ccccc2c1	3.9	2.2	-3.8	11.2	5.3	-17.6	-1.6	6.5	3.0	-4.2
NS(=O)(=O)c1ccc(NNC(=O)c2ccc(Br)o2)c([N+](=O)[O-])c1	-1.5	3.2	-10.5	-4.7	5.5	8.6	-26.6	-3.1	-8.4	5.8
SMILES	Rev-erbA mod	rCAG RNA binder	NPR2 activator	ASAP1 GAP inh	ARFGAP1 inh	HTRA1 inhibitor	PG9 Ab binder	SMARCA2 activ	GC-A act	ABHD4 inh
Cc1ccc(CNC(=O)c2cc(S(=O)(=O)N3CCCC3)cn2C)cc1	3.6	1.2	0.1	10.4	3.3	2.1	-0.8	-0.5	-1.0	1.2
O=C(Nc1ccccc1N1CCCC1)c1ccc(N2CCCC2=O)cc1	8.0	-0.6	1.8	-1.1	-1.6	2.7	-1.3	-1.5	0.3	2.2
Cc1ccc(C(=O)C2CCN(CC(=O)Nc3ccc4c(c3)OCCO4)CC2)cc1	-0.9	7.7	-2.0	8.0	2.0	-19.0	1.0	-4.0	3.1	-0.5
O=C(c1cc(COc2ccc(F)cc2Cl)on1)N1CC2C[C@@H]3CC1C[C@H](C2)C3	1.3	-4.5	1.6	-12.3	-5.0	4.8	-2.5	5.4	1.3	4.3
O=C(Nc1cccc(S(=O)(=O)N2CCOCC2)c1)C(c1ccccc1)N1CCCCC1 (centres undefined)	1.0	-4.0	3.6	-11.1	6.0	-2.1	0.7	-2.2	1.6	4.3
CCc1c(C(C)S(=O)(=O)c2ccccc2)[nH]c(=O)n1CC (centres undefined)	-5.1	-1.0	1.6	3.8	-0.2	6.3	-2.3	1.5	1.1	0.5
O=C(COc1ccc(F)cc1)Nc1c(C(=O)N2CCC(N3CCCCC3)CC2)oc2ccccc12	2.9	-4.0	0.0	8.5	-0.7	0.5	0.4	3.2	4.1	-1.9
COc1ccccc1Nc1nc(N)nc(CN(C)C2CCCCC2)n1	2.2	-0.3	0.7	-1.8	11.8	-0.9	-2.1	6.1	0.5	6.9
COc1cccc(N(CC(=O)NCCSCc2ccc(Cl)cc2)S(C)(=O)=O)c1	-5.9	-4.8	-6.8	-2.8	15.4	2.0	-0.9	1.1	-4.2	-4.1
Cc1ccc(/C(O)=C2/C(=O)C(=O)N(c3ccccn3)C2c2ccc([N+](=O)[O-])cc2)cc1 (centres undefined)	3.6	20.4	1.5	-2.6	-11.8	-8.3	0.7	-0.7	-2.0	0.3
CC1(C)CC(=O)C=C(c2n[nH]nc2C2=CCCCC2)C1	6.3	1.8	3.0	-9.1	7.5	-2.4	0.1	1.6	-0.5	-6.8
O=C(NCCN1C(=O)C2C3C=CC(C3)C2C1=O)Nc1cccnc1 (centres undefined)	0.6	-0.6	1.0	5.2	7.4	3.4	0.1	-2.0	0.3	5.6
CNC(=O)CSc1nc2c([nH]c3ccccc32)c(=O)n1CCOC	1.7	0.8	-3.8	-6.5	-15.3	3.4	-0.3	-0.5	-0.6	3.0
O=C(NCCN1CCOCC1)c1ccc(Cl)c(S(=O)(=O)N2CCCCCC2)c1	1.7	2.1	-0.1	1.6	13.0	-0.8	1.6	-4.1	1.1	-3.3
O=[N+]([O-])c1ccc(N2CCNCC2)cc1NCc1cccnc1	2.1	2.9	0.1	-5.2	-5.2	3.5	-1.8	1.5	1.0	-2.3
COc1cc(Cl)c(C)cc1NC(=O)c1ccccc1NC(=O)CN1CCN(c2ccccn2)CC1	0.9	4.3	-7.4	3.9	-1.0	-16.7	-1.4	-2.3	-2.9	2.3
CN(C)CCCN(C(=O)c1ccc(S(=O)(=O)N2CCCCCC2)cc1)c1nc2ccc(F)cc2s1	-0.5	-6.2	-0.5	4.3	-5.8	-7.0	-2.1	-2.5	-4.4	4.9
Cc1ccc(NC(=O)CC(C)S(=O)(=O)c2ccc3c(c2)NC(=O)CO3)cc1C (centres undefined)	-6.2	-2.5	-1.6	4.6	8.1	-2.1	0.9	-0.6	0.0	4.2
Fc1ccccc1C1c2[nH]c3ccccc3c2CCN1Cc1cccn1-c1ncccn1 (centres undefined)	-9.7	-0.1	-5.0	8.1	-11.2	-24.4	-3.0	0.8	-14.4	-2.2
COC(=O)[C@@]12CCCN1[C@H](c1ccc(-c3ccc(C(C)=O)cc3)c(OC)c1)[C@H]1C(=O)N(C)C(=O)[C@H]12	3.3	1.7	-2.3	6.2	-1.2	1.8	1.9	0.3	-0.8	2.4
CCN(CC)CCNC(=O)c1cn(CC)c2cc(N3CCN(C(=O)c4ccco4)CC3)c(F)cc2c1=O	2.5	-4.7	1.1	4.9	-8.6	4.7	-0.4	-1.3	4.9	-0.6
Cc1ccc(S(=O)(=O)NC2(C(F)(F)F)NC(=O)N(CCc3ccccc3)C2=O)cc1 (centres undefined)	5.7	4.6	1.8	4.5	-6.2	3.9	-5.8	-5.7	3.1	4.6
Clc1ccccc1-c1ccc(/C=N/n2cnnc2)o1	-1.3	-2.5	-8.7	-4.3	11.1	-1.9	0.7	-2.5	2.8	-0.6
COC(C[C@H](O)CC(=O)COCc1ccccc1)OC	-4.3	-2.2	6.5	-4.7	-1.6	7.5	-1.5	1.0	0.7	-3.9
CCS(=O)(=O)N1Cc2ccccc2CC1C(=O)Nc1cc(S(C)(=O)=O)ccc1Cl (centres undefined)	-22.2	3.9	0.6	11.2	-4.5	-7.3	1.1	-1.4	-3.1	-2.4

Fetched by compound from the list above:
SMILES	Rev-erbA mod	rCAG RNA binder	NPR2 activator	ASAP1 GAP inh	ARFGAP1 inh	HTRA1 inhibitor	PG9 Ab binder	SMARCA2 activ	GC-A act	ABHD4 inh
O=C(NCCN1C(=O)C2C3C=CC(C3)C2C1=O)Nc1cccnc1 (centres undefined)	0.6	-0.6	1.0	5.2	7.4	3.4	0.1	-2.0	0.3	5.6
Cc1ccc(/C(O)=C2/C(=O)C(=O)N(c3ccccn3)C2c2ccc([N+](=O)[O-])cc2)cc1 (centres undefined)	3.6	20.4	1.5	-2.6	-11.8	-8.3	0.7	-0.7	-2.0	0.3
CNC(=O)CSc1nc2c([nH]c3ccccc32)c(=O)n1CCOC	1.7	0.8	-3.8	-6.5	-15.3	3.4	-0.3	-0.5	-0.6	3.0
CCN(CC)CCNC(=O)c1cn(CC)c2cc(N3CCN(C(=O)c4ccco4)CC3)c(F)cc2c1=O	2.5	-4.7	1.1	4.9	-8.6	4.7	-0.4	-1.3	4.9	-0.6
CCc1c(C(C)S(=O)(=O)c2ccccc2)[nH]c(=O)n1CC (centres undefined)	-5.1	-1.0	1.6	3.8	-0.2	6.3	-2.3	1.5	1.1	0.5
Cc1ccc(S(=O)(=O)NC2(C(F)(F)F)NC(=O)N(CCc3ccccc3)C2=O)cc1 (centres undefined)	5.7	4.6	1.8	4.5	-6.2	3.9	-5.8	-5.7	3.1	4.6

Bioassay records (PubChem BioAssay)
